Bioassay records as filed in PubChem.
IDE inh = inhibits human insulin-degrading enzyme in HEK cells. P14735. 320,000 tested, 0.41% active. AID 434962. FAbetaB cleavage, fluorescence polarization. inhibition, % at 5.59 µM;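 active means percent inhibition above the average of all tested compounds plus 3 SD, set per screening campaign, cut at about 16% in these data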;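 further: IDE supplied by intact live HEK cells; FP after avidin binding of uncleaved biotin substrate so inhibition keeps polarization high; 0% = DMSO wells and 100% = 60 µM reference IDE inhibitor Ii1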
IMP-1 inh = blocks Pseudomonas aeruginosa IMP-1 metallo-beta-lactamase; purified IMP-1, nitrocefin hydrolysis, epi-absorbance fluorescence; inhibition, % at 5.6 µM; 290,000 tested, 0.45% active; AID 1556;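 active means inhibition above the mean plus 3 SD of all compounds in the same screening run, cut at about 4.5% in these data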;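 further: 0% = IMP-1 with DMSO and 100% = DMSO wells lacking enzyme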
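system = purified recombinant IMP-1 beta-lactamase | amount = 0.2 nM IMP-1, as dispensed | medium = HEPES buffer pH 7.1 with ZnSO4 and Brij 35 | times = 25 °C, 15 min preincubation, 25 min reaction | detection = plate fluorescence quenching by hydrolysis product, ex 480/em 530 nm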
VIM-2 inh = inhibitors of Pseudomonas aeruginosa VIM-2 metallo-beta-lactamase. 290,000 tested, 0.89% active. purified VIM-2, nitrocefin hydrolysis, epi-absorbance fluorescence. inhibition, % at 5.6 µM;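 active means inhibition above the mean of all tested compounds plus 3 SD, cutoff set per screening run, cut at about 7.5% in these data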;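 further: red hydrolysis product quenches plate fluorescence so inhibitors raise well fluorescence; 0% = enzyme with DMSO and 100% = DMSO without enzyme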
p-CIP stab down = compounds decreasing mouse p/CIP protein stability; Q05BA5; F442A p/CIP-EGFP cells, EGFP fluorescence, 16 h; decrease of EGFP signal, % at 10 µM; 290,000 tested, 0.01% active; AID 1984;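 active means EGFP signal decrease of at least 30% at 10 µM or well 3 SD below plate mean, unless failing retest; inactive means the rest, including hits failing retest or dose response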; further: some compounds called inactive have numbers as strong as hits; many of its hits are not listed in these tables
NALP1 inh = blocks the NALP1 inflammasome reconstituted in yeast. S. cerevisiae NALP1/ASC/caspase-1 growth, X-gal OD620, 72 h. inhibition, % at 10 µM. 280,000 tested, 0.61% active. AID 2071; in the data active means inhibition mostly above about 24%, no sharp cut-off; inactive means mostly below about 32%; further: some compounds called inactive have numbers as strong as hits
IDE cell activ = IDE (human) activation, cell-based; P14735; HEK cells, FAbeta-B cleavage, fluorescence polarization; 0% vehicle, 100% cell-free pure enzyme wells; activation, % at 5.96 µM; 340,000 tested, 0.073% active; AID 493087;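 active means activation above the mean of all tested compounds plus 3 SD, set per screening campaign, cut at about 17% in these data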
M18AAP inhibitor = PfM18AAP enzyme inhibition; 290,000 tested, 1.2% active; AID 1822; inhibition, % at 7.35 µM; recombinant PfM18AAP, H-Glu-NHMec fluorogenic cleavage;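 active means inhibition above the campaign mean inhibition over all tested compounds plus 3 SD, cut at about 28% in these data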;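 further: 0% = plate median of test compound wells and 100% = 2 mM ZnCl2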
PHOSPHO1 inh = blocks human PHOSPHO1 phosphatase activity; recombinant PHOSPHO1, absorbance phosphatase assay; AID 1565; inhibition, % at 13.3 µM; 290,000 tested, 1.1% active; Q8TCT1; in the data active means inhibition above about 60%
Target sequence (Q8TCT1 whole entry, looked up): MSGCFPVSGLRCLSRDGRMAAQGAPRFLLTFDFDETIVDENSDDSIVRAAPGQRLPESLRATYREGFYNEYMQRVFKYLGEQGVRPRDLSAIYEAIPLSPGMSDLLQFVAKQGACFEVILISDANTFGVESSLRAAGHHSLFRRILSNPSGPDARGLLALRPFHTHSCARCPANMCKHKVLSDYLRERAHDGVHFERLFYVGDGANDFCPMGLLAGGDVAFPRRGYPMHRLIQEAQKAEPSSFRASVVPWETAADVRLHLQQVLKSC
GPR7 antag = antagonists of human GPR7 (neuropeptides B/W receptor 1). 290,000 tested, 1.1% active. GPR7-expressing cells, fluorescence antagonist assay. P48145. inhibition, % at 4.4 µM. AID 1861; in the data active means inhibition above about 16%, passing the limit was not always enough;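 further: cells stimulated with the agonist NPW; 0% = agonist with vehicle and 100% = vehicle without agonist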
Target sequence (P48145 whole entry, looked up): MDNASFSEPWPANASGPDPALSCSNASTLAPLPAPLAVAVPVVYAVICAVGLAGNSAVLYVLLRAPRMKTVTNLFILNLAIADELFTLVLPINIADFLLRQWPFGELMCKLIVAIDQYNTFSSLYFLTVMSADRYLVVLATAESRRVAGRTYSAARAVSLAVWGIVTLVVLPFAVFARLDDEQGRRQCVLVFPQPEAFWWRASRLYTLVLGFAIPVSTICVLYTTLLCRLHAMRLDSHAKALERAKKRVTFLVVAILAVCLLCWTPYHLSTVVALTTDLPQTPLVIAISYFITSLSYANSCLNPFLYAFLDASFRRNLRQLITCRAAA
The depositor's hits bear a star; . = no result given; & = joins results of further samples.

SMILES	IDE inh	IMP-1 inh	VIM-2 inh	p-CIP stab down	NALP1 inh	IDE cell activ	M18AAP inhibitor	PHOSPHO1 inh	GPR7 antag
Cc1cc(C)nc(N(C#N)S(=O)(=O)c2ccccc2)n1	-7	-3.2	-2.8	0	14	4	-4	-11	-5
CCCCC(=O)NC(c1ccccc1Cl)c1ccc2cccnc2c1O (configuration not stated)	8	-0.6	-2.4	91	-38	-3	3	.	-6
CCc1cccc(C)c1NC(=O)COC(=O)c1c2c(nc3ccccc13)/C(=C\c1cccs1)CCC2	6	-3.0	-2.9	4	6	2	4	-13	-7
Cc1cccc(/C=C(\C#N)C(=O)Nc2ccccn2)c1	5	-4.3	-2.9	5	3	-1	15	22	-5
O=C(Nc1ccc(S(=O)(=O)Nc2cnc3ccccc3n2)cc1)c1ccc(Cl)c([N+](=O)[O-])c1	6	-0.7	-0.4	4	20	1	-1	.	-17
COc1ccc(S(=O)(=O)N2CCN(C)CC2)cc1C(=O)N1CCCCC1	1	-2.4	-2.4	-2	2	1	1	33	-18
CCOc1ccc(/C=C2/SC(=S)N(C(C(=O)O)c3ccccc3)C2=O)cc1OCC (configuration not stated)	.	-2.1	-2.9	5	4	4	12	3	-7
COc1ccccc1C1c2c(C)nn(-c3ccccc3)c2NC(=O)C1NC(=O)c1ccccc1 (configuration not stated)	4	-1.9	-0.2	-11	16	3	-10	-16	-7
COc1ccccc1C(=O)NN1C(=O)C2C3C=CC(O3)C2C1=O (configuration not stated)	3	-3.2	-3.8	-1	4	1	-5	3	-8
COc1ccc(C(c2nnnn2C2CCCCC2)N2CCN(C)CC2)c(OC)c1 (configuration not stated)	11	-1.1	-2.8	-24	-10	-1	-5	-6	-7
CC(C)NC(=O)CSc1c2c(nc3ccccc13)CCCC2	2	-3.2	-3.6	-6	14	1	-3	-4	5
COc1ccc(C2CC(C(F)(F)F)n3nc(C(=O)NCc4c(C)nn(C)c4C)c(Cl)c3N2)cc1 (configuration not stated)	-6	-2.9	-2.1	-22	12	2	0	-18	4
COC(=O)C1=C(C)N(c2ccc(C)c(C)c2)/C(=C/c2cccs2)C1=O	1	-3.7	-3.7	-11	10	0	2	16	-3
CC1CC(C)CN(C(=O)Cn2c(-c3nonc3N)nc3ccccc32)C1 (configuration not stated)	6	-5.1	-1.7	-4	-2	1	15	2	-8
CCNC(=O)NC(=O)C(C)OC(=O)c1ccc(-n2nc(SC)sc2=S)cc1 (configuration not stated)	9	-3.8	-2.0	-7	21	-3	3	-11	5
CCOC(=O)c1c(CN2CCCCC2)oc2ccc(OC)cc12	0&1	-4.4&-2.0	-3.6&-6.6	-12&-15	12&28	6&-1	-2&7	16&-22	-4&-13
O=C(O)c1ccccc1C(=O)N1CCc2c([nH]c3ccccc23)C1C(F)(F)F (configuration not stated)	2	-2.1	11*	-9	39	.	-16	25	-2
COc1ccc(-n2nc3c(c2NC(=O)c2ccc(Br)o2)CS(=O)(=O)C3)cc1	-2	-3.2	-3.8	-8	24	3	4	40	-5
Cc1cc(Br)ccc1OCCCCN1CCC(C)CC1	12	-2.2	-1.8	-3	56*	6	1	6	8
COCCNc1nc(C)cc(-c2cc(C(=O)NCc3ccccc3)on2)n1	9	.	.	3	7	0	.	22	.
COCCCn1c(-c2ccc(OC)cc2)nc2nc3ccccc3nc21	.	2.7	-2.6	-9	-2	.	8	6	-7
COc1cc(Br)c(CC(=O)NC2CC2)cc1OC	-4	-1.9	-0.1	-4	10	5	-2	28	-9
Cc1cccc(NS(=O)(=O)c2c(C(=O)N3CCOCC3)c(C)n(C)c2C)c1C	4	-4.0	-9.4	5	7	1	-1	16	-4
COC(=O)c1sc(-c2ccc(Cl)cc2)cc1NC(=O)/C=C/C(=O)O	3	1.3	-1.6	1	.	-2	-3	3	-10
COc1ccc(NC(=O)Cc2nnc(N)s2)cc1	6	-2.2	-3.9	2	-4	-2	3	-10	-11

An excerpt from above in order of the NALP1 inh value, descending:
SMILES	IDE inh	IMP-1 inh	VIM-2 inh	p-CIP stab down	NALP1 inh	IDE cell activ	M18AAP inhibitor	PHOSPHO1 inh	GPR7 antag
COc1ccc(-n2nc3c(c2NC(=O)c2ccc(Br)o2)CS(=O)(=O)C3)cc1	-2	-3.2	-3.8	-8	24	3	4	40	-5
CCc1cccc(C)c1NC(=O)COC(=O)c1c2c(nc3ccccc13)/C(=C\c1cccs1)CCC2	6	-3.0	-2.9	4	6	2	4	-13	-7
COc1ccc(S(=O)(=O)N2CCN(C)CC2)cc1C(=O)N1CCCCC1	1	-2.4	-2.4	-2	2	1	1	33	-18

Following part
SMILES	IDE inh	IMP-1 inh	VIM-2 inh	p-CIP stab down	NALP1 inh	IDE cell activ	M18AAP inhibitor	PHOSPHO1 inh	GPR7 antag
COc1cc2c(cc1OC)CN(C(C)C(=O)N1CCc3ccccc31)CC2 (configuration not stated)	2	-3.6	-2.8	-15	6	-5	10	4	4
CCn1ncc(C(=O)Nc2ccc(S(=O)(=O)N3CCCC3)cc2)c1C	5	-3.0	-4.6	-11	16	2	3	3	-13
COc1ccc(N2CCN(C(c3nnnn3C3CCCC3)C(C)C)CC2)cc1 (configuration not stated)	-2	-2.1	-3.1	-7	16	2	1	-3	-11
COc1ccc(NC(=O)c2nc3nccc(C)n3n2)cn1	2	-0.1	0.3	3	13	5	7	11	-12
CCCC(=O)N(Cc1cc2ccccc2[nH]c1=O)c1ccccc1OC	2	-1.4	-1.8	-9	-14	3	1	18	-19
COc1ccc2c(c1)c1nc3ccccc3nc1n2CC(=O)OC(C)C	-2	-0.9	-4.2	-11	16	0	1	-3	12
CS(=O)(=O)Nc1ccc(C(=O)N2CCc3ccccc3C2)cc1	4	-0.1	0.3	-4	-15	2	-9	27	-5
COc1ccccc1C(=O)C1CCCN(C(=O)c2cnn(C(C)C)c2)C1 (configuration not stated)	1	-1.3	-0.5	-1	-14	2	-3	-158	-5
CCN(c1ccccc1)S(=O)(=O)c1ccc(Cl)c(NC(=O)CSc2ncn[nH]2)c1	-4	-4.2	-0.2	0	27	1	17	-8	-4
COc1ccc(CNc2cccc(C)n2)c(O)c1	-5	-2.6	-1.3	-5	3	4	-3	.	-2
CN(C)C(=O)C(OC(=O)c1ccc2ccccc2n1)c1ccccc1 (configuration not stated)	-2	-2.1	-1.0	-6	-4	2	-9	11	-10
O=C(c1ccco1)N1CCN(Cc2ccc(Cl)cc2)CC1	-2	-2.9	-2.3	-7	2	-1	10	44	1
CCOC(=O)Nc1nn(-c2ccc(C)cc2)c(=O)c(C#N)c1C	2	-1.1	-0.1	-12	2	-3	-2	28	-9
COc1cccc(OCCCN2CCN(S(=O)(=O)c3ccc(NC(C)=O)cc3)CC2)c1	0	-0.1	-6.6	-15	7	2	2	9	7
Cc1ccc(NC(=O)CSc2nc(N)c(-c3ccccc3)c(=O)[nH]2)cc1Cl	1	-1.7	-3.6	8	18	3	2	-10	-6
CSc1ccc(S(=O)(=O)N2CCC(C(=O)NCc3ccccn3)CC2)cc1	2	-2.8	-3.5	-5	-22	-2	-8	-1	2
Cc1c(NC(=O)c2ccccc2NC(=O)c2ccccc2)cccc1C(=O)O	2	-3.7	-2.5	0	9	1	5	.	-17
O=C(CCc1ccccc1)NC(=S)Nc1ccc2c(c1)C(=O)OC2	-1	0.1	0.9	-11	2	7	-15	34	10
COC1=C(N2CCOCC2)C(=O)c2ccccc2C1=O	8	-3.5	4.6	0	3	3	24	18	-10
CN1C(=O)Cc2cc(S(=O)(=O)N3CCN(c4cccc(C(F)(F)F)c4)CC3)ccc21	5	-2.3	-1.5	-12	-8	-1	0	53	-14
O=C(N1CCCCC1)N1CCN(C(=O)N(c2ccccc2)c2ccccc2)CC1	1	-3.5	-5.0	-8	16	1	2	4	-18
O=S(=O)(Nc1ccc(N2CCCCC2)cc1)c1ccccc1F	0	-7.2	-1.3	-23	0	.	14	24	-19
O=C(Cc1cccc(C(F)(F)F)c1)NCc1ccc(Cl)cc1	5	-2.9	-1.7	-7	.	0	5	-7	-2
O=S(=O)(Cc1nnnn1-c1ccc(Br)cc1)c1ccc(F)cc1	6	-3.8	-2.0	-7	-6	0	2	41	4
COCC1CCN(C(=O)C2CCC(=O)N(Cc3cccc(C(F)(F)F)c3)C2)CC1 (configuration not stated)	.	-2.0	-3.8	-3	3	1	-8	31	5

Additional records.
SMILES	IDE inh	IMP-1 inh	VIM-2 inh	p-CIP stab down	NALP1 inh	IDE cell activ	M18AAP inhibitor	PHOSPHO1 inh	GPR7 antag
CSCCC(NC(=O)c1ccc([N+](=O)[O-])cc1Cl)C(=O)OCC(=O)C12CC3CC(CC(C3)C1)C2 (configuration not stated)	-1	-1.3	-4.2	-13	23	-1	-3	-5	10
COc1ccc(OC)c(CCNC(=O)Cn2cccc2C(=O)c2ccccc2C)c1	-1	-0.3	0.7	2	8	1	-7	-20	7
CCO[C@H]1OC(C(=O)NCc2ccccc2)=C[C@@H](c2ccc(C(F)(F)F)cc2)[C@@H]1CCCO	0	-0.8	-1.6	-10	-3	3	5	30	18
CCCc1cc(=O)oc2c(C)c3occ(C)c3cc12	1	-2.4	2.0	-2	18	2	-8	7	-6
O=S(=O)(Oc1ccc(Cl)cc1)c1cccc2cccnc12	0	-3.0	0.3	-12	16	.	-1	32	-6
Cc1ccc(/C=C2/Sc3ccccc3N(CC(=O)NCCCOC(C)C)C2=O)cc1	8	-1.5	0.8	4	9	4	-5	3	-1
Cc1n[nH]c(C)c1S(=O)(=O)N1CCCC(C(=O)NCC2COc3ccccc3O2)C1 (configuration not stated)	2	-1.8	-3.0	7	7	3	-5	9	2
Cc1cc(NC(=O)CSc2nnc(COc3ccccc3)o2)no1	8	-3.4	-2.6	0	10	2	28	4	-1
CCCc1c(C(=O)N/N=C/c2cccs2)nnn1-c1nonc1N	8	-4.0	-2.0	-2	5	1	-7	29	-19
O=C(COc1ccc(Br)cc1)OCc1nnc(-c2ccccc2)o1	5	-1.9	-2.9	-23	29	7	-6	1	-8
CN1CCN(c2ccc(NC(=O)c3ccccc3Br)cc2)CC1	0	3.2	2.6	-4	3	4	12	-2	-11
COc1cc2c(cc1O)[C@@H]1Cc3cc(OC)c(OC)cc3C(C2)N1C	-3	.	.	-11	-64	-1	.	13	.
CCOC(=O)Cc1cc(=O)n2[nH]c(C)c(-c3ccc(Cl)cc3)c2n1	4	0.0	-3.3	-10	-19	4	-1	10	-4
O=C(/C=C/c1ccco1)NC(=S)Nc1cccc([N+](=O)[O-])c1	-3	1.2	-1.8	-10	20	3	7	-9	5
CCc1ccc(Oc2nc([N+](=O)[O-])nn2C)cc1	0	-2.0	-2.3	7	-17	4	-11	58	-7
COc1ccc(C(=O)Nc2c(N)nc(SCC(=O)N3CCCCCC3)[nH]c2=O)cc1OC	-1	-3.1	0.0	-9	10	5	1	0	-5
Cc1noc(C)c1COC(=O)CCc1nc2ccccc2s1	-3	-0.9	1.2	-2	6	-1	-8	16	4
COC(=O)c1cc(NC(=O)CC2SC(=Nc3ccccc3)N(CCc3c[nH]c4ccccc34)C2=O)cc(C(=O)OC)c1 (configuration not stated)	3	-3.2	-2.6	-4	-11	1	-4	26	-7
Cc1nc2sc(C(c3ccco3)N3CCN(c4cccc(Cl)c4)CC3)c(O)n2n1 (configuration not stated)	3	-2.2	-0.4	-4	-10	-4	-3	-2	-9
CCCCNC(=O)CSc1nc2ccccc2n1S(=O)(=O)c1ccc(Cl)cc1	-1	-3.1	0.9	-6	35	2	4	3	-10
N/C(=N\N=C/c1ccc(Br)cc1)N/N=C\c1ccc(Br)cc1	-1	-3.0	-2.6	-10	3	-4	14	13	-20
